Screening data (PubChem)
HIF-2a block = HIF-2a inhibition; 786-0 RCC cells HIF-2a reporter, luciferase luminescence, overnight; inhibition, % at 18.8 µM; 0.72% of 360,000 active;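 active means inhibition of the luminescence signal of 40% or more relative to plate controls, in a single-dose primary screen at 18.75 µM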
CaV13 ICDI inh = Primary screen for inhibitors of IQ motif and Ca2+-dependent inactivation inhibitor domain binding in CACNA1D, Förster resonance energy transfer in living cells, …; HEK cells, CFP/YFP FRET ICDI-IQ, plate reader, 10 min; percent FRET-ratio fall versus neutral wells; inhibition, % at 12.3 µM; 0.098% of 340,000 active; AID 743397;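 active means mean replicate inhibition of at least 30% and at least 1% of replicates passing that level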;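 further: 0% = median of the neutral control wells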
iPSC survival up = increases survival of single human iPS cells | hiPSC single-cell survival, ATPlite luminescence; 100% = ROCK inhibitor wells, 0% = DMSO | AID 602274 | survival enhancement, % at 20 µM | 0.044% of 360,000 active; in the data active means survival enhancement above about 18%;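 further: cells exposed to compounds for 16 hours before the ATP read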
Peg3 promoter = inhibitors of Peg3 promoter; HeLa PEG-Prom luciferase reporter, luminescence, overnight; inhibition, % at 20 µM; 1.7% of 360,000 active;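 active means inhibition of at least 50% at 20 µM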
NR2E3 ag-1 = agonists of human NR2E3 nuclear receptor | Q9Y5X4 | CHO-S Gal4-NCOR/VP16-NR2E3 two-hybrid, luciferase | inhibition of corepressor binding, % at 3.98 µM | 0.35% of 360,000 active | AID 602229;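 active means inhibition above the mean of all tested compounds plus 3 SD, cut at about 70% in these data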;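 further: 0% = DMSO with NR2E3 transfected cells and 100% = cells lacking NR2E3 construct; higher means lower luciferase signal from less NR2E3 corepressor binding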
Target sequence (Q9Y5X4 whole entry, looked up, the tested form may be a part): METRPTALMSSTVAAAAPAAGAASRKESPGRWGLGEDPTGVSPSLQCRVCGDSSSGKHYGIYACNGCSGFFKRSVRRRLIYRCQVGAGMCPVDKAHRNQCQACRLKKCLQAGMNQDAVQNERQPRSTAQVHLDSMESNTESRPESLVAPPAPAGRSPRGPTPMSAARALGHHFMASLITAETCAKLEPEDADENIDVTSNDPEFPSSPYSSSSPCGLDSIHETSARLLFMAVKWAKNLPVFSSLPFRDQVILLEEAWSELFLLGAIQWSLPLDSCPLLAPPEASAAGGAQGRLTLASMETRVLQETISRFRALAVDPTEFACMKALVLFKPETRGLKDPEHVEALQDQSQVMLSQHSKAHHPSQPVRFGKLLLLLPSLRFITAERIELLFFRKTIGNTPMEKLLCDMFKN
Vif imaging = blocks HIV Vif function; HEK293T cells, Vif self-association by quenched fluorescence, imaging, 24 h; 0.35% of 340,000 active; inhibition, % at 7.49 µM; AID 602346; in the data active means inhibition above about 50%, passing the limit was not always enough; further: some results filed as inactive read as strong as hits
PDI turbidity = blocks human protein disulfide isomerase activity; P07237; PDI insulin aggregation turbidity, A650, 90 min; inhibition, % at 10 µM; 0.052% of 350,000 active;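 active means mean inhibition across replicates of 30% or more, whatever share of single replicates reach that level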;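 further: absorbance from insulin aggregation driven by PDI reduction with DTT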
Target sequence (P07237 whole entry, looked up): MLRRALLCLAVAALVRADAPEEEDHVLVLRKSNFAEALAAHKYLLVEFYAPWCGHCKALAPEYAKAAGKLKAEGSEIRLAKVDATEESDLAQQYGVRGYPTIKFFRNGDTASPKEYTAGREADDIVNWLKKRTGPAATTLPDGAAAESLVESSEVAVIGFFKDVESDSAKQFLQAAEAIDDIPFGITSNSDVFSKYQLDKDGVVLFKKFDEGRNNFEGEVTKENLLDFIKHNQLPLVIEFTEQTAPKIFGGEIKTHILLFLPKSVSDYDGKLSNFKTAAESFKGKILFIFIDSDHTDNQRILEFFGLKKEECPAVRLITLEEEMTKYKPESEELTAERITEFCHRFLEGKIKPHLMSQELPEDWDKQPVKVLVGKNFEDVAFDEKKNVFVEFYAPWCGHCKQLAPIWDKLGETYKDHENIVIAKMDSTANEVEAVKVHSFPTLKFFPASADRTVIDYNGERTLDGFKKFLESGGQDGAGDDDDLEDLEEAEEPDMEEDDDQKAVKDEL
Exocytosis inh = blocks lytic granule exocytosis | 0.66% of 360,000 active | inhibition, % at 10 µM | AID 651702 | TALL-104 LAMP-1 surface exposure, flow cytometry; cells stimulated with thapsigargin and PMA;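 active means inhibition above about 55%, limit read from the data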
TRPM1 prom inh = MITF TRPM1 promoter inhibition in SK-MEL-5 cells; SK-MEL-5 TRPM1 promoter luciferase, 24 h; inhibition, % at 12.5 µM; 0.83% of 330,000 active;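 active means mean inhibition across replicates of 60% or more, whatever share of single replicates reaches that level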; further: values of inactives mirror those of a sister screen read the other way
NR2E3 ag-2 = agonists of human nuclear receptor NR2E3 | 0.12% of 320,000 active | AID 2300 | GST-NR2E3/biotin-RetCOR TR-FRET, 1536-well | Q9Y5X4 | inhibition of corepressor binding, % at 4.78 µM;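 active means percent inhibition above the cutoff of mean plus 3 SD of all tested compounds, set per screening campaign, cut at about 20% in these data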;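 further: 0% = DMSO wells and 100% = biotin wells as full block of FRET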
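Material: NR2E3–RetCOR corepressor complex / Incubation: Compound–protein incubation for 5 h at 4 °C / Dosing: compound at 4.8 µM, single dose / Detection: time-resolved FRET / Benchmarks: high control biotin, low control 0.6% DMSO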
aDG glyco up = increases alpha dystroglycan glycosylation; Pro5-aDG cells, alpha-DG glycosylation AlphaScreen (IIH6); 0% Pro5, 100% B10-LARGE cell signal; activation, % at 10 µM; 0.22% of 360,000 active; AID 624168;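 active means activation of at least 8% versus controls, or a plate z-score of at least 8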;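 further: Pro5 are CHO cells carrying HIG-tagged alpha-DG that lacks glycosylation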
The depositor's hits bear a star; . = not tested or not shown.

Order of values – HIF-2a block	CaV13 ICDI inh	iPSC survival up	Peg3 promoter	NR2E3 ag-1	Vif imaging	PDI turbidity	Exocytosis inh	TRPM1 prom inh	NR2E3 ag-2	aDG glyco up
#1 O=C1SCCC1NS(=O)(=O)c1ccccc1[N+](=O)[O-] (stereo not given)
 : 14	-4	0.9	13	5	-9	-12	1	7	4	0.9
#2 O=C1C(Cl)=C(N2CCCCC2)C(=O)N1c1ccccc1Cl
 : 12	-2	1.8	14	-7	3	0	-3	2	5	-0.2
#3 COCCN(C(=O)c1snc(C(N)=O)c1N)C(C(=O)NC1CCCCC1)c1ccc(OC)c(OC)c1 (stereo not given)
 : 26	-20	-0.5	13	-8	-2	8	-4	-1	5	-0.1
#4 Cc1cc(N2C(=O)C(O)=C(C(=O)c3ccco3)C2c2ccc(O)cc2)no1 (stereo not given)
 : 5	.	6.5	-4	-34	13	7	-4	1	10	-0.1
#5 O=C1NC(Cc2c[nH]c3ccccc23)C(=O)N1Cc1ccccc1 (stereo not given)
 : 10	-3	-0.4	9	-4	-4	3	2	11	0	-0.3
#6 COCCN1C(=O)Cc2c1nc(N)c1c(N)nc(N3CCN(c4ccc(F)cc4)CC3)c(C#N)c21
 : 11	-10	-0.5	24	-4	3	7	-3	1	-1	-0.3
#7 CCc1ccc2[nH]c(=O)c(CN(CCCN3CCOCC3)C(=O)Nc3cccc(Cl)c3)cc2c1
 : 8	.	-0.3	30	-13	-14	-2	36	-13	5	0.5
#8 O=C(Nc1ccc2nc(-c3ccccc3)oc2c1)c1ccco1
 : -262	.	-4.4	-192	-99	13	-13	3	-64	0	1.2
#9 O=C(COC(=O)c1cc(S(=O)(=O)N2CCOCC2)ccc1Cl)NC1CC1
 : 8	-2	-1.1	-2	-26	2	-23	-1	0	-1	0.0
#10 COc1ccc(C)cc1S(=O)(=O)n1ccnc1C
 : 7	-7	-1.6	1	-15	0	12	-4	8	3	-0.5
#11 Cc1ccc2cc(CN(C)C(=O)C3CCCO3)c(=O)[nH]c2c1 (stereo not given)
 : -112	-7	-0.7	-59	-29	3	-11	2	-13	4	-0.1
#12 O=C(c1ccc(CNS(=O)(=O)c2ccccc2)cc1)N1CCN(c2ccccn2)CC1
 : 26	.	-1.8	17	-15	-3	-5	2	7	-4	-0.1
#13 CC(C)(C)C(=O)CSc1ccc(S(=O)(=O)N2CCN(Cc3ccccc3)CC2)cn1
 : 12	-2	0.6	7	4	-19	-1	-10	1	2	-0.1
#14 Cc1ccc(NN=Nc2nc3c([nH]2)c(=O)n(C)c(=O)n3C)cc1
 : -74	-4	-0.8	-9	-38	4	-16	3	-14	-2	0.2
#15 Cn1c(C23CC4CC(CC(C4)C2)C3)n[nH]c1=S
 : 9	-3	-0.8	8	5	2	9	-2	-6	3	-0.3

Continued; the last 2 above are carried over.
Order of values – HIF-2a block	CaV13 ICDI inh	iPSC survival up	Peg3 promoter	NR2E3 ag-1	Vif imaging	PDI turbidity	Exocytosis inh	TRPM1 prom inh	NR2E3 ag-2	aDG glyco up
#14 Cc1ccc(NN=Nc2nc3c([nH]2)c(=O)n(C)c(=O)n3C)cc1
 : -74	-4	-0.8	-9	-38	4	-16	3	-14	-2	0.2
#15 Cn1c(C23CC4CC(CC(C4)C2)C3)n[nH]c1=S
 : 9	-3	-0.8	8	5	2	9	-2	-6	3	-0.3
#16 Cc1ccccc1S(=O)(=O)Cc1ccc(C(=O)NC2CCCCCC2)o1
 : -10	-3	-0.2	16	4	-7	8	5	0	5	0.5
#17 CCN(C(=O)COC(=O)C1COc2ccccc2O1)c1c(N)n(Cc2ccccc2)c(=O)[nH]c1=O (stereo not given)
 : 4	-5	-0.3	0	-27	1	1	1	-7	.	0.0
#18 O=C(NNC(=S)NCc1ccccc1)c1ccc(Br)cc1
 : -62	-7	0.1	-8	-9	-6	-2	-6	-1	1	-0.1
#19 COC(=O)CC1C(=O)NCCN1C(=O)c1sc2ccccc2c1Cl (stereo not given)
 : 1	7	0.6	-5	-2	-1	-3	2	-2	2	-0.1
#20 O=C(O)c1ccc(Cl)c(NC(=S)NC(=O)c2cccc(COc3ccccc3)c2)c1
 : -41	-3	-0.4	-4	-2	4	-56	3	9	-1	-0.2
#21 Cc1ccc(S(=O)(=O)N2CCN(C3CCN(Cc4ccccc4)CC3)CC2)cc1
 : 9	-9	0.5	18	5	-6	5	-2	23	2	-0.1
#22 COC(=O)N(NC(=O)C(O)(c1ccccc1)c1ccccc1)c1ccccc1
 : 24	-2	-0.7	-1	1	1	11	-4	2	0	0.0
#23 CCn1c(-c2csc(-c3ccccc3)n2)n[nH]c1=S
 : -112	.	7.6	-70	21	-3	18	10	-22	3	0.0
#24 COc1ccc(C(=O)OCC(=O)NC(=O)NC(C)C)cc1OC
 : 15	-16	5.6	-10	15	.	-2	0	-4	3	0.0
#25 COc1cccc(-c2ncc3ccccc3c2COC(=O)c2ccc(F)cc2)c1
 : -49	-10	-3.2	1	-20	.	-5	-6	-8	4	0.3
#26 O=C(CN1CCCc2ccccc21)NCCc1ccc(Cl)cc1
 : -7	3	1.6	10	-40	-2	2	-2	9	1	0.0
#27 CSc1ccc(/C=C2\CCn3c2nc2cc(C(=O)O)ccc2c3=O)cc1
 : 1	-3	0.0	6	-9	-4	2	-5	6	1	-0.1
#28 COC(=O)N/N=C/c1c(C)nn(-c2cccc(Cl)c2)c1Cl
 : -170	-3	-2.1	-39	-58	3	8	-2	-8	0	-0.1
#29 O=C1CCCN2N=C(SCC(=O)Nc3ccc(OC(F)(F)F)cc3)SC2=N1
 : -6	-2	0.1	0	-1	-11	-9	-7	-2	2	0.1
#30 Cc1ccc(S(=O)(=O)N(C)C)cc1NC(=O)CN1C(=O)NC2(CCc3ccccc32)C1=O (stereo not given)
 : 13	-6	-0.3	13	44	.	9	1	.	.	-0.2
#31 Cc1ccc(Cl)cc1N1CCN(C(=O)c2ccc(NS(=O)(=O)c3c(C)noc3C)cc2)CC1
 : 14	.	-0.7	34	17	.	9	-4	-4	3	0.0
#32 CSCc1ccc(C(=O)NC(C)c2ccc(-n3ccnc3)cc2)cc1 (stereo not given)
 : -42	-7	0.3	-27	9	-9	-7	-1	-4	.	-0.4
#33 Nc1nc2ccccc2n1S(=O)(=O)c1ccc([N+](=O)[O-])cc1
 : -16	-5	-0.9	-6	-7	.	2	12	.	.	1.3
#34 Cc1ccccc1NC1=NCC(c2ccc([N+](=O)[O-])cc2)S1 (stereo not given)
 : -62	-4	0.1	-67	21	-4	7	0	5	0	-0.2
#35 Cc1ccc(C(=O)Nc2ccc([N+](=O)[O-])cn2)o1
 : -162	-12	0.7	-151	-37	-2	13	-2	-50	-3	0.1
#36 COc1cc(OC)c(/C=C2\SC(=O)N(CC(=O)Nc3ccccc3F)C2=O)c(OC)c1
 : 30	-56	0.7	47	0	1	-3	-4	7	2	0.0
#37 Cc1cc2cc(CNS(=O)(=O)N(C)C)ccc2[nH]1
 : 7	-7	16	4	-1	16	.	4	.	4	0.1
#38 CCOC(=O)c1c(NC(=O)Nc2ccc(C)cc2)sc2c1CCN(C)C2
 : 0	-2	1.1	-5	-12	.	-96	11	-19	3	0.2
#39 O=C(CN(C(=O)c1csnn1)c1cccc(Cl)c1)NC1CCCC1
 : 6	-6	-0.7	0	-13	3	-6	-3	-4	4	-0.2
#40 COc1ccc(NC(=O)C2CCN(S(C)(=O)=O)CC2)cc1Cl
 : -5	.	-0.7	4	-14	-4	-2	-1	4	-1	0.0
#41 COc1ccc2nc(N3C(=O)CC(Cc4ccc(C)cc4)C3=O)sc2c1 (stereo not given)
 : 5	-3	2.9	16	-21	8	5	-6	-10	4	-0.2
#42 Cc1ccc(C(=O)OCC(=O)Nc2ccc(C)c(S(=O)(=O)N3CCCCC3)c2)c(O)c1
 : 20	-5	-0.1	17	14	4	2	-12	.	.	-0.2
#43 COc1ccc(NC(=O)CC2SC(N3CCCC3)=NC2=O)cc1Cl (stereo not given)
 : 12	-2	-0.2	0	-7	-3	-4	2	19	.	-0.2
#44 Cc1ccc(N=Cc2sc(O)c3ccccc23)cc1
 : -314	-6	-0.4	-313	-32	9	0	2	-42	1	-0.2
#45 O=C(CN1C(=O)c2ccccc2C1=O)N1CCN(C2c3ccccc3-c3ccccc32)CC1
 : 22	-3	1.1	1	-10	4	5	1	-6	1	0.0

Grouped by structure: those above containing an aryl thioether with sulfur outside any ring.
Order of values – HIF-2a block	CaV13 ICDI inh	iPSC survival up	Peg3 promoter	NR2E3 ag-1	Vif imaging	PDI turbidity	Exocytosis inh	TRPM1 prom inh	NR2E3 ag-2	aDG glyco up
#13 CC(C)(C)C(=O)CSc1ccc(S(=O)(=O)N2CCN(Cc3ccccc3)CC2)cn1
 : 12	-2	0.6	7	4	-19	-1	-10	1	2	-0.1
#27 CSc1ccc(/C=C2\CCn3c2nc2cc(C(=O)O)ccc2c3=O)cc1
 : 1	-3	0.0	6	-9	-4	2	-5	6	1	-0.1

The list continues.
Order of values – HIF-2a block	CaV13 ICDI inh	iPSC survival up	Peg3 promoter	NR2E3 ag-1	Vif imaging	PDI turbidity	Exocytosis inh	TRPM1 prom inh	NR2E3 ag-2	aDG glyco up
#46 OCC[C@@H]1C[C@H](O)[C@@H](O)[C@@]2(Cc3ccccc3CCO2)O1
 : -6	-10	-3.1	-11	-12	-3	5	-11	0	2	-0.1
#47 COc1ccc(S(=O)(=O)N2CCN(CC(O)COc3ccc(CC#N)cc3)CC2)cc1OC (stereo not given)
 : 0	-4	0.5	-3	-14	-2	7	-14	13	0	0.1
#48 O=C(Nc1ccccc1)N1CCN(Cc2ccc(Cl)cc2)CC1
 : 9	-5	-2.0	14	-7	-7	4	-11	6	1	-0.1
#49 Cc1cn(C2CCCCC2)c(=O)[nH]c1=O
 : -2	-7	4.4	-24	-2	0	-3	0	12	.	0.0
#50 O=C(CSc1nnc(-c2ccncc2)n1-c1ccccc1)N1CCN(c2ccc(Cl)cc2)CC1
 : -5	-5	-0.9	19	-17	14	-3	-5	17	1	0.2
#51 CCOc1ccc(NC(=O)CSc2nc3ccccc3c(=O)n2CCNC(C)=O)cc1
 : -4	-6	-1.5	-2	-24	0	0	-2	0	4	0.0
#52 O=C(Nc1ccccc1C(=O)N1CCOCC1)C1CCCO1 (stereo not given)
 : 11	-10	0.5	-1	-20	-7	7	-7	9	0	-0.1
#53 CSc1n[nH]c(=O)n1-c1ccc(Cl)cc1
 : 26	-4	1.4	16	-5	8	7	3	13	-1	0.0
